Pf apPOL block: Pf-apPOL DNA polymerase inhibition. Recombinant Pf-apPOL, molecular beacon fluorescence, 1.5 h. inhibition, % at 10 µM. hit rate 0.25% among 210,000
mHTT-CaM PPI inh: disrupts binding of mutant huntingtin to calmodulin. AlphaScreen His-mHTT/GST-CaM binding, luminescence. hit rate 3.6% among 190,000. P42858. inhibition, % at 15 µM. AID 1671202;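 note: 0% = both proteins with DMSO and 100% = one protein alone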
* = called active by the depositor; nt = not tested or not shown; & = joins results of further samples. Cut-off read from the data, not from the text of the source: active = inhibition above about 50%; inactive = the rest.

SMILES | Pf apPOL block | mHTT-CaM PPI inh
O=c1[nH][nH]c2nc(C(F)(F)F)cc(C(F)(F)F)c12 | nt | 1
CN(C)C(CNC(=O)c1cccc(C(F)(F)F)c1)c1ccsc1 (stereo not drawn) | 5 | -10
COc1cc(C(F)(F)F)cc(C(F)(F)F)c1C(=O)Nc1cc(C)on1 | 2 | nt
CCC(=O)Nc1nc(C)c(-c2csc(Nc3cc(C)ccn3)n2)s1 | -3&-2 | 35&4
O=C(O)c1ccc(C2Nc3ccc(F)cc3C3C=CCC32)cc1 (stereo not drawn) | -8 | 79*
CCCc1[nH]nc2c1C1(CCOCC1)C(C#N)=C(N)O2 | nt | -1
CC(NC(=O)c1cc2c(s1)CN(C1CCCC1)C2)c1ccccc1 (stereo not drawn) | 1 | -8
COc1ccc(NC(=S)NC(=O)c2ccc3nonc3c2)cc1 | 1&-5 | nt
CCCC(=O)Nc1c2c(nn1-c1ccccc1C)CS(=O)(=O)C2 | -1 | 1
N#Cc1ccccc1NC(=O)c1sc2nc3c(cc2c1N)CCC3 | 2 | -1
COc1nc(F)c(F)c(Oc2ccc(C)cc2)c1F | 8 | -9
O=C(Nc1cc2cc(Cl)ccc2oc1=O)c1ccc(Br)cc1 | 35 | 6
C=CCNC(=O)c1ccc(C)cc1Cl | -3 | -4
Cc1cc(C)nc(NC(N)=NCc2ccccc2Cl)n1 | 10 | 6
Cc1ccc2c(c1)C(=O)NC1(CCN(C(=O)c3ccc(F)cc3)CC1)N2C | -2 | -4
COCCCNC1=C(C#N)C(=O)NC(C2CC=CCC2)S1 (stereo not drawn) | 2 | nt
COc1ccc(Cl)cc1C(=O)N1CCC(c2nc(C(=O)N3CCCCC3)c(C)o2)CC1 | -7 | 13
COc1cccc(NC(=O)c2cc3cc4cc(OC)ccc4nc3s2)c1 | -2 | 7
C#CCN1CC=CS1(=O)=O | 0 | -2
O=C(NCc1ccco1)c1nnn(-c2ccccc2)c1CSc1ncccn1 | 2 | 3
Cc1ccc(/C=C2/SC(N3CCCC3)=NC2=O)cc1 | 0 | 5
Cc1nc2cc(C(=O)NCCc3ccccc3)ccc2n1-c1ccc(F)c(F)c1 | -1 | 25
COc1ccc(S(=O)(=O)Nc2cccnc2)cc1 | 23 | -2
Cc1ccnc(N2CCC(C(=O)N3CCN(c4ccccn4)CC3)CC2)n1 | 3 | 11
COc1ccc(-c2cc(C(F)(F)F)n3ncc(C(=O)N4CCOCC4)c3n2)cc1 | -5 | -6
CCCCN(C)Cc1c(O)ccc2c1OC(=Cc1ccc(C)o1)C2=O | -2 | 14
CCn1c(=O)c(Nc2ccc(F)c(Cl)c2)nc2ccncc21 | -2 | 2
CN(C)CCCN(C(=O)c1ccc(Br)s1)c1nc2c(F)cccc2s1 | -8 | -8
O=C(Nc1ccc(-c2nc3ncccc3o2)cc1)c1cccc([N+](=O)[O-])c1 | -6 | -2
O=C1c2ccccc2C(=O)c2c1cc(S(=O)(=O)c1ccccc1)c1nsnc21 | 1 | 40
COc1ccc(C(O)=C2C(=O)C(=O)N(CCO)C2c2ccccc2F)cc1 (stereo not drawn) | -1 | 5
COc1ccccc1C1(C(=O)NCCC(O)c2ccc3c(c2)OCO3)CCOCC1 (stereo not drawn) | -9 | 1
Cc1ccc(NC(=O)ON=C(N)c2ccc(NS(C)(=O)=O)cc2)cc1 | -2&-3 | nt
Cc1ccccc1NC(=O)C1CCCN(C(=O)c2cccc(C(F)(F)F)c2)C1 (stereo not drawn) | -4 | 26
Cc1ccc(NC(=O)c2cc3n(n2)CCCN(Cc2ccccc2)C3=O)cc1C | -5 | 0
CC(=O)c1ccc(NC(=O)c2ccc(OCC(C)C)cc2)cc1 | -9 | 3
Cn1cnnc1C1CCCCN1C(=O)c1cc(-c2cccs2)[nH]n1 (stereo not drawn) | -1 | -1
CCCCC(=O)NC(c1ccc([N+](=O)[O-])cc1)c1ccc2cccnc2c1O (stereo not drawn) | 3 | 100*
CC(C)OCCCNC(=O)CN1C(=O)/C(=C/c2ccccc2F)Sc2ccccc21 | -4 | 12
O=c1c2c3c(sc2nc2c4ccccc4c(N4CCCCC4)nn12)CCC3 | 7 | -1
Cc1c(Cl)cccc1NC(=O)c1cc(S(=O)(=O)N2CCC3(CC2)OCCO3)ccc1F | -1 | 0
Clc1ccccc1CN1CCc2c([nH]c3ccccc23)C1 | -1 | 95*
Cc1ccc(NC(=O)NC2CCN(c3ccc(C)c(C)c3)C2=O)c(C)c1 (stereo not drawn) | 2 | -8
O=C(Nc1ccc(Br)cc1F)N1CCn2cccc2C1Cc1ccccc1 (stereo not drawn) | -4 | 13
Cn1c(Cc2ccccc2)nc2ccccc21 | -14 | -11
Cc1ccc(S(=O)(=O)N2CCCC2CNC(=O)c2ccc([N+](=O)[O-])cc2)cc1 (stereo not drawn) | 1 | -8
O=C(COc1ccccc1[N+](=O)[O-])Nc1cccc(NC(=O)c2ccc(Cl)cc2Cl)c1 | 12 | 0
NS(=O)(=O)c1ccc(CNC(=O)COc2ccccc2)cc1 | -9 | -1
O=C(Cn1c(N2CCCCC2)nc2ccccc2c1=O)NCc1cccc(Cl)c1 | 4 | -3
CCc1cc(C2CCCN2C(=O)c2nn(C)cc2Cl)on1 (stereo not drawn) | -1 | -2
CCCCc1nc2sc3c(Cl)ncnc3c2c2c1COC(C)(C)C2 | -4 | -4
CCc1ccc(NS(=O)(=O)c2cc(Cl)ccc2OC)cc1 | -12 | -8
O=C(c1cc2ccccc2o1)N1CCN=C1SCc1cccnc1 | -17 | 2
Cc1csc(NC(=O)C2C3C=CC(C3)C2C(=O)O)n1 (stereo not drawn) | 2 | -7
CSc1nnc(Sc2c([N+](=O)[O-])nc(C)n2Cc2ccccc2)s1 | 13&-3 | 8&3
COc1ccc(CC2c3cc(OC)c(OC)cc3CCN2N=Nc2cccc(F)c2)cc1OC (stereo not drawn) | 0&-1 | nt
CCNC(=O)Nc1ccc(N2CCCN(Cc3ccc(F)c(F)c3)C2=O)cc1 | -4 | 17
CCCCCc1cc(=O)oc2c(C(CCN3CCCC3)c3ccc4c(c3)OCO4)c(OC)cc(OC)c12 (stereo not drawn) | -25 | 100*
CCOc1ccccc1C(=O)Nc1ccc2nc(N3CCOCC3)cc(C)c2c1 | -2 | 1
O=c1nc(/C=C/c2ccc(Br)cc2)oc2ccccc12 | -4 | 10
The results go on:
SMILES | Pf apPOL block | mHTT-CaM PPI inh
O=C(NCc1ccc(N2CCCCCC2)nc1)c1ccc(F)cc1F | -3 | 17
O=C(c1ccc([N+](=O)[O-])cc1Cl)N1CCCCCC1 | 1 | -7
CC(C)(C)c1ccc(O)c(N=Cc2ccccc2[N+](=O)[O-])c1 | -6 | 10
C=CCN1c2ccc(Br)cc2C(=O)CS1(=O)=O | -11 | 34
O=C(CCN1CCOCC1)Nc1ccc(OC(F)(F)Cl)cc1 | -4 | -3
COc1ccccc1-n1nnc(C(=O)NC2CCCc3ccccc32)c1N (stereo not drawn) | -1 | 1
COc1ccccc1N=C(N)N | -1 | -3
O=C(NCCOc1ccc(F)cc1)c1cc(C2CC2)on1 | -37 | -24
COCCNC(=O)c1cnn2c(C(F)(F)F)cc(-c3ccc(Br)cc3)nc12 | 3 | 1
CN(C(=O)Cn1cnc2c(-c3ccc(F)cc3)csc2c1=O)c1ccc(F)cc1 | 2 | -18
CC(=O)c1c(C)nc(C)nc1N | -16 | -5
CCN(CC)c1ccc(C2=NNC(=O)CC2C)cc1[N+](=O)[O-] (stereo not drawn) | -12 | 15
O=C(Nc1ccc(-c2ccccc2)cc1)c1cccnc1 | -1 | 10
CSc1cccc(NC(=O)N2CCc3c(c(COc4ccccc4)nn3C)C2)c1 | -4 | 36
CC(C)CCNC(=O)C1CCCN(c2ccc(N3CCOCC3)nn2)C1 (stereo not drawn) | -8 | -4
Clc1ccc(Cl)c(OCCCCN2CCNCC2)c1 | -6 | 2
Cc1ccc(/C=C(\C#N)c2nc3ccc(C)cc3[nH]2)cc1 | 1 | -12
CC(=O)n1cc(-c2ccncc2)c2ccccc21 | 3 | 3
COc1ccc(NC(=O)C23CC4CC(C)(CC(C)(C4)C2)C3)cc1OC | 2 | 15
COc1ccc([C@H]2C[C@H](n3cc(COC(=O)c4ccccc4)nn3)[C@@H](O)CN2Cc2cccs2)cc1 | -4 | 0

As a short view, some entries already given:
SMILES | Pf apPOL block | mHTT-CaM PPI inh
O=C(NCc1ccc(N2CCCCCC2)nc1)c1ccc(F)cc1F | -3 | 17
O=C(c1ccc([N+](=O)[O-])cc1Cl)N1CCCCCC1 | 1 | -7
CC(C)(C)c1ccc(O)c(N=Cc2ccccc2[N+](=O)[O-])c1 | -6 | 10

Later entries:
SMILES | Pf apPOL block | mHTT-CaM PPI inh
CCCOc1ccc(-c2nc3s/c(=C\c4ccc([N+](=O)[O-])cc4)c(=O)n3n2)cc1 | -6 | -3
COc1ccc(OC)c(CNC(=O)C2Cc3ccccc3CN2S(C)(=O)=O)c1 (stereo not drawn) | -5 | -1
COc1ccc(S(=O)(=O)n2cccc2)cc1 | 2 | -2
CC1=CC(C)(C)N(C(=O)CSc2nc3ccccc3o2)c2ccccc21 | 11 | -3
CCc1nnc2ccc(-c3noc(-c4cccc(Cl)c4)n3)cn12 | -3 | -5
CCNc1cc(N2CCC(CCC(=O)Nc3ccccc3CC)CC2)ncn1 | 2 | 7
O=[N+]([O-])c1c(Sc2ccccc2)sc(Sc2ccccc2)c1[N+](=O)[O-] | -4 | nt
Cc1c(Cl)cc([N+](=O)[O-])cc1Cl | -10 | nt
Fc1ccc(C2=CC(c3cc(Br)ccc3F)n3nnnc3N2)cc1 (stereo not drawn) | 6 | 0
N#Cc1cnc2ccc(F)cc2c1N1CCC(C(=O)Nc2ccccc2)CC1 | 0 | -7
O=C(NC1CC1)c1ccc(OCC2CCCN(C(=O)c3ccoc3)C2)cc1 (stereo not drawn) | 5 | -3
CC(=O)N1N=C(c2ccco2)CC1c1cc2ccc(C)cc2nc1Cl (stereo not drawn) | -2 | 2
Cc1cc(NC(=O)NCCCSc2nnnn2-c2ccccc2)no1 | -7 | -7
NC(=O)c1ccccc1NC(=O)CCc1ccccc1 | 2 | -3
CC(NC(=O)C(=O)NCC1CCNCC1)c1ccccc1 (stereo not drawn) | -6 | 3
Cc1ccc(NC(=O)COc2ccc3ccccc3c2)cc1N1CCCCC1=O | -16 | 20
O=C(c1ccc([N+](=O)[O-])cc1)c1ccc2c(c1)C(=O)N(c1cccnc1)C2=O | -3 | -3
COc1ccc(Oc2cccc3c2S(=O)(=O)N(C2CC2)C[C@@H](COCc2ccccc2)O3)cc1 | -3 | 3
CC(=O)NC(CCCN1C(=O)c2ccccc2C1=O)c1nn[nH]n1 (stereo not drawn) | 2 | 5
COc1cc(CN2CCCCC2CO)c([N+](=O)[O-])cc1OC (stereo not drawn) | -3 | -6

Molecules from the list above containing a Cl atom:
SMILES | Pf apPOL block | mHTT-CaM PPI inh
O=C(Nc1cc2cc(Cl)ccc2oc1=O)c1ccc(Br)cc1 | 35 | 6
C=CCNC(=O)c1ccc(C)cc1Cl | -3 | -4
Cc1cc(C)nc(NC(N)=NCc2ccccc2Cl)n1 | 10 | 6
COc1ccc(Cl)cc1C(=O)N1CCC(c2nc(C(=O)N3CCCCC3)c(C)o2)CC1 | -7 | 13
CCn1c(=O)c(Nc2ccc(F)c(Cl)c2)nc2ccncc21 | -2 | 2
Cc1c(Cl)cccc1NC(=O)c1cc(S(=O)(=O)N2CCC3(CC2)OCCO3)ccc1F | -1 | 0
Clc1ccccc1CN1CCc2c([nH]c3ccccc23)C1 | -1 | 95*
O=C(COc1ccccc1[N+](=O)[O-])Nc1cccc(NC(=O)c2ccc(Cl)cc2Cl)c1 | 12 | 0
O=C(Cn1c(N2CCCCC2)nc2ccccc2c1=O)NCc1cccc(Cl)c1 | 4 | -3
CCc1cc(C2CCCN2C(=O)c2nn(C)cc2Cl)on1 (stereo not drawn) | -1 | -2
CCCCc1nc2sc3c(Cl)ncnc3c2c2c1COC(C)(C)C2 | -4 | -4
CCc1ccc(NS(=O)(=O)c2cc(Cl)ccc2OC)cc1 | -12 | -8
O=C(c1ccc([N+](=O)[O-])cc1Cl)N1CCCCCC1 | 1 | -7
O=C(CCN1CCOCC1)Nc1ccc(OC(F)(F)Cl)cc1 | -4 | -3
Clc1ccc(Cl)c(OCCCCN2CCNCC2)c1 | -6 | 2
CCc1nnc2ccc(-c3noc(-c4cccc(Cl)c4)n3)cn12 | -3 | -5
Cc1c(Cl)cc([N+](=O)[O-])cc1Cl | -10 | nt
CC(=O)N1N=C(c2ccco2)CC1c1cc2ccc(C)cc2nc1Cl (stereo not drawn) | -2 | 2

Screens (PubChem)
